KB-3-1 tox = kills parental KB-3-1 adenocarcinoma cells; KB-3-1 viability, CellTiter-Glo ATP luminescence, 72 h; Potency, µM (doses to about 46.1 µM), inactives show at the highest dose activity change, negative = cytotoxic, usual class: cytotoxic; 400,000 tested, 1.4% active; note: potency is the fitted concentration of half-maximal effect; % is set by controls: 0 for no effect and ±100 for the full control effect; nearly all actives have a fitted effect of over 60% in size
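KB-3-1 cells, DMEM (no phenol red) + 10% FBS; compound by pin transfer, 72 h, 37 °C. Readout: CellTiter-Glo luminescence after 10 min. Data normalized, curve-fitted.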
HT1080 IDH1KD tx = HT-1080 IDH1 knockdown cell toxicity (counter line) | HT-1080 IDH1 knockdown viability, ATP luminescence, 48 h | Potency, µM (highest dose often 46.1 µM), without a hit: at the highest dose activity, negative = toxicity, hits mostly cytotoxic | 360,000 tested, 2% active;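 note: potency is the fitted concentration of half-maximal effect; 0% = DMSO wells and -100% = cell-free medium wells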
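In this qHTS, HT-1080 cells depleted of IDH1 are exposed for 48 h at 37 °C to compound titrations. Toxicity is scored from CellTiter-Glo luminescence, with DMSO as full viability and medium alone as none.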
ATXN viability = viability counter-screen for ATXN expression inhibitors | S2 cells (HEK-293 line with an ATXN2-luciferase reporter) viability, CellTiter-Fluor protease fluorescence, 24 h | Potency, µM (top dose mostly 56.7 µM), hits mostly cytotoxic | 400,000 tested, 0.49% active | AID 651635; note: potency is the fitted concentration of half-maximal effect; nearly all actives have a fitted effect of over 40% in size
SW480 rereplic = induces DNA re-replication in SW480 colon adenocarcinoma cells; SW480 DNA re-replication, Hoechst DNA content imaging, 48 h; Potency, µM (titrated, usually from 46.1 µM), inactives show at the highest dose re-replication activation, usual class: activators; 340,000 tested, 1.8% active; AID 624297; note: potency is the fitted concentration of half-maximal effect; % of control where 0% means no effect; nearly all actives have a fitted effect of over 55% in size
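Image-based read-out: total Hoechst fluorescence of nuclei (405 nm excitation, 500-530 nm emission), with hits raising the fraction of high-intensity nuclei. SW480 colon cells incubated 48 hr with compounds at 37 C.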
HT1080NT lethal = kills 2HG-producing HT-1080-NT fibrosarcoma cells; Potency, µM (highest dose often 46.1 µM), without a hit: at the top dose activity, negative = less viability, usual class: cytotoxic; HT-1080-NT fibrosarcoma viability, CellTiter-Glo ATP luminescence, 48 h; 360,000 tested, 1.6% active;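 note: NT is the 2HG producing partner of a matched IDH1 knockdown line; potency is the fitted concentration of half-maximal effect; 0% = DMSO-treated cells and -100% = media-only wells without cells; nearly all actives have a fitted effect of over 55% in size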
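A 48-hour cytotoxicity screen used HT-1080-NT cells plated 2 hours before compound delivery. ATP-based CellTiter-Glo luminescence measured viability, normalized to DMSO and no-cell controls.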
ATXN2 expr inh = inhibitors of ATXN2 expression | HEK-293 ATXN2-luciferase reporter, luminescence, 24 h | Potency, µM (highest dose often 57 µM), for the others: at the top dose activity change, negative = inhibition, actives largely listed as inhibitors | 360,000 tested, 0.72% active; note: potency is the fitted concentration of half-maximal effect; % is set by controls: 0 for no effect and ±100 for the full control effect; nearly all actives have a fitted effect of over 55% in size
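ATXN2-luciferase reporter cells (luciferase flanked by upstream and downstream ATXN2 gene portions) were treated 24 h at 37 °C with compounds at up to 57 uM. SteadyGlo luminescence gave expression; GF-AFC fluorescence gave viability.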
IL-1B inflam inh = blocks inflammasome-driven IL-1 beta release | THP-1 LPS/ATP IL-1B secretion, AlphaLISA, 16 h; stronger effect = lower value | activity change, % at 57.5 µM | 360,000 tested, 4.7% active | AID 743279; in the data active = activity change below about -50%; inconclusive = mostly about -30% to -49%; note: % is set by controls: 0 for no effect and ±100 for the full control effect
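THP-1 cells pretreated 1 hr with compounds (up to 57.5 uM final), then stimulated with LPS (250 ng/mL final) plus ATP (1.25 mM final); secreted IL-1B measured by AlphaLISA after 16 hr, decreased signal indicating inhibition.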
MCF10A rereplic = inducers of DNA re-replication in MCF 10A breast cells; MCF 10A DNA re-replication, Hoechst nuclear intensity, 48 h; Potency, µM (series often up to 46.1 µM), inactives show at the highest dose activity, positive = re-replication, usual class: activators; 350,000 tested, 2.9% active; AID 624296; note: potency is the fitted concentration of half-maximal effect; % of control where 0% means no effect; nearly all actives have a fitted effect of over 50% in size
HepG2 viability = counter-screen for TGF-b inhibitors: cytotoxicity in HepG2 cells. HepG2 CAGA-GFP viability, ATP luminescence, 18 h. Potency, µM (highest dose often 46.1 µM), for the others: at the top dose activity change, negative = cytotoxicity, most hits filed as cytotoxic. 410,000 tested, 0.76% active. AID 588856; note: potency is the fitted concentration of half-maximal effect; some results filed as inactive show a strong effect at the top dose
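HepG2 CAGA-GFP cells (1000/well, DMEM with 1% FBS) received compound, then TGF-beta at 500 pg/mL final, and were incubated 18 hours at 37 degrees C. Viability was read by CellTiter-Glo luminescence. Media-only wells were set as complete cell-killing and DMSO as no toxicity.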
The depositor's hits bear a star; [ ] = dose if it differs, or a comment. Unless noted, calls come from the whole dose curve; as a rule, active = well fitted curve in the direction sought with a large enough effect; inconclusive = small, poorly fitted or top-dose-only effect, or another doubt; inactive = no such curve, though single readings can be large; an effect the other way counts as inactive or inconclusive.

Start of the data: the first two records as a preview:
OCCC1CN(Cc2cccn2-c2nccs2)CCN1CCc1ccccc1 (stereo unspecified) was read as KB-3-1 tox -2%, HT1080 IDH1KD tx -4%, ATXN viability inactive, SW480 rereplic -15%, HT1080NT lethal -7%, ATXN2 expr inh -23%, IL-1B inflam inh -21, MCF10A rereplic 6% and HepG2 viability -11%.
`CCC1CCCCN1CCCNC(=O)Cn1cnc2sc(C)c(S(=O)(=O)N3CCC(C)CC3)c2c1=O` (stereo unspecified) gave KB-3-1 tox 2%, HT1080 IDH1KD tx 5%, ATXN viability inactive, SW480 rereplic 0%, HT1080NT lethal 8%, ATXN2 expr inh -7%, IL-1B inflam inh 3, MCF10A rereplic -5% and HepG2 viability -4%.

All compounds of this part, previewed entries included:
OCCC1CN(Cc2cccn2-c2nccs2)CCN1CCc1ccccc1 (stereo unspecified) was read as KB-3-1 tox -2%, HT1080 IDH1KD tx -4%, ATXN viability inactive, SW480 rereplic -15%, HT1080NT lethal -7%, ATXN2 expr inh -23%, IL-1B inflam inh -21, MCF10A rereplic 6% and HepG2 viability -11%.
`CCC1CCCCN1CCCNC(=O)Cn1cnc2sc(C)c(S(=O)(=O)N3CCC(C)CC3)c2c1=O` (stereo unspecified) gave KB-3-1 tox 2%, HT1080 IDH1KD tx 5%, ATXN viability inactive, SW480 rereplic 0%, HT1080NT lethal 8%, ATXN2 expr inh -7%, IL-1B inflam inh 3, MCF10A rereplic -5% and HepG2 viability -4%.
Screening CCC1(CC)NC(=O)N(CC(=O)OCC(=O)Nc2ncc(Cl)cc2Cl)C1=O returned KB-3-1 tox 20%, HT1080 IDH1KD tx 5%, ATXN viability inactive, SW480 rereplic -8%, HT1080NT lethal 2%, ATXN2 expr inh -3%, IL-1B inflam inh -8, MCF10A rereplic -2% and HepG2 viability -13%.
`CC(C)NC(=O)NC(=O)COC(=O)c1cccc(S(=O)(=O)N2CCCCC2)c1` gave KB-3-1 tox -5%, HT1080 IDH1KD tx 14%, ATXN viability inactive, SW480 rereplic inconclusive, HT1080NT lethal 11%, ATXN2 expr inh 1%, IL-1B inflam inh -15, MCF10A rereplic -76%[inhibitor] and HepG2 viability -2%.
Screening Cc1ccc(C)c(NC(=O)CSc2nnc(-c3ccccc3C)o2)c1 returned KB-3-1 tox -4%, HT1080 IDH1KD tx 23%, ATXN viability inactive, SW480 rereplic -1%, HT1080NT lethal 5%, ATXN2 expr inh 12%, IL-1B inflam inh -7, MCF10A rereplic 18% and HepG2 viability -30%.
`CC1CCc2c(C(=O)Nc3nccs3)csc2C1` (stereo unspecified) gave KB-3-1 tox -3%, HT1080 IDH1KD tx 5%, ATXN viability inactive, SW480 rereplic inconclusive, HT1080NT lethal 11%, ATXN2 expr inh 64%[activator], IL-1B inflam inh 0, MCF10A rereplic 29% and HepG2 viability -1%.
Screening CC(C(=O)Nc1ccc(F)cc1Cl)N1CCN(S(=O)(=O)c2cccs2)CC1 (stereo unspecified) returned KB-3-1 tox 0%, HT1080 IDH1KD tx 0%, ATXN viability inactive, SW480 rereplic -34%[inhibitor], HT1080NT lethal -7%, ATXN2 expr inh -24%, IL-1B inflam inh inconclusive, MCF10A rereplic inconclusive and HepG2 viability -7%.
Screening CC(=O)n1nc(-c2ccc(C)cc2)nc1NCc1ccc(F)cc1 returned KB-3-1 tox 8%, HT1080 IDH1KD tx -10%, ATXN viability inactive, SW480 rereplic -2%, HT1080NT lethal -2%, ATXN2 expr inh 35%, IL-1B inflam inh -27, MCF10A rereplic -4% and HepG2 viability -6%.
For COc1cccc(NC(=O)N2CCC(n3nnc4ccccc43)CC2)c1 the results were KB-3-1 tox 14%, HT1080 IDH1KD tx -20%, ATXN viability inactive, SW480 rereplic -17%, HT1080NT lethal -19%, ATXN2 expr inh 7%[11.3 µM], IL-1B inflam inh 19, MCF10A rereplic 0% and HepG2 viability 7%.
Screening CC(=O)c1c(C)[nH]c(C(=O)NCCc2cccc(C)c2)c1C returned KB-3-1 tox -26%, HT1080 IDH1KD tx inconclusive, ATXN viability inconclusive, SW480 rereplic -44%[inhibitor], HT1080NT lethal -15%, ATXN2 expr inh -3%, IL-1B inflam inh -23, MCF10A rereplic 4% and HepG2 viability -5%.
Screening COC(=O)C1=C(C)N=C2SC(C#N)=C(N)N2C1c1cc(OC)c(OC)c(OC)c1 (stereo unspecified) returned KB-3-1 tox 1%, HT1080 IDH1KD tx 1%, ATXN viability inactive, SW480 rereplic -7%, HT1080NT lethal 0%, ATXN2 expr inh 2%, IL-1B inflam inh 6, MCF10A rereplic -6% and HepG2 viability 5%.
Screening Nn1c(SCC(=O)Nc2nccs2)nnc1-c1cccnc1 returned KB-3-1 tox 0%, HT1080 IDH1KD tx 4%, ATXN viability inactive, SW480 rereplic 0%, HT1080NT lethal -7%, ATXN2 expr inh -8%, IL-1B inflam inh -11, MCF10A rereplic 12% and HepG2 viability -7%.
For CN(C)c1ccc(C=Nc2ccc(N(C)C)cc2)cc1 the results were KB-3-1 tox -20%, HT1080 IDH1KD tx -30%, ATXN viability inactive, SW480 rereplic inconclusive, HT1080NT lethal -13%, ATXN2 expr inh 35%[activator], IL-1B inflam inh -20, MCF10A rereplic -4% and HepG2 viability -75%.
`COc1ccc(S(=O)(=O)Nc2cc(C)ccn2)cc1` gave KB-3-1 tox 0%, HT1080 IDH1KD tx 0%, ATXN viability inactive, SW480 rereplic -8%, HT1080NT lethal 1%, ATXN2 expr inh 3%, IL-1B inflam inh 2, MCF10A rereplic 14% and HepG2 viability -1%.
COc1ccc(NS(=O)(=O)c2cc(NC(=O)CNC(=O)c3ccc(C)s3)ccc2Cl)cc1 was read as KB-3-1 tox -3%, HT1080 IDH1KD tx -20%, ATXN viability inconclusive, SW480 rereplic -5%, HT1080NT lethal -27%, ATXN2 expr inh -11%, IL-1B inflam inh 56, MCF10A rereplic inconclusive and HepG2 viability 5%.
`CC(=O)N=C1C=CC(=CN(O)C(C)(C)Cc2ccccc2)C=C1` gave KB-3-1 tox 0%, HT1080 IDH1KD tx 8%, ATXN viability inactive, SW480 rereplic -37%[inhibitor], HT1080NT lethal 6%, ATXN2 expr inh 9%, IL-1B inflam inh 11, MCF10A rereplic 12% and HepG2 viability -15%.
CC1=C(C(=O)N2CCOCC2)CC(CC(=O)NCc2ccco2)C(=O)N1Cc1ccc(C(C)(C)C)cc1 (stereo unspecified) was read as KB-3-1 tox -17%, HT1080 IDH1KD tx -5%, ATXN viability inactive, HT1080NT lethal -7%, ATXN2 expr inh -9%, IL-1B inflam inh -16 and HepG2 viability 3%.
For Cc1ccc(C(=O)CCC(=O)NC2=NCCS2)cc1 the results were KB-3-1 tox 1%, HT1080 IDH1KD tx 16%, ATXN viability inactive, SW480 rereplic -11%, HT1080NT lethal 0%, IL-1B inflam inh 10, MCF10A rereplic -2% and HepG2 viability 1%.
CS(=O)(=O)c1ccc(C(=O)NC2CCOC2=O)cc1 (stereo unspecified) was read as KB-3-1 tox 5%, HT1080 IDH1KD tx 17%, ATXN viability inactive, SW480 rereplic -6%, HT1080NT lethal 12%, ATXN2 expr inh -4%, IL-1B inflam inh 3, MCF10A rereplic 6% and HepG2 viability 7%.
`O=C1OCCN1C(=O)[C@H]1[C@H](c2ccc([N+](=O)[O-])cc2)C(c2ccccc2)=NN1c1ccc(Br)cc1` gave KB-3-1 tox 3%, HT1080 IDH1KD tx -16%, ATXN viability inactive, SW480 rereplic -24%, HT1080NT lethal -11%, ATXN2 expr inh -1%, IL-1B inflam inh -27, MCF10A rereplic -45% and HepG2 viability -1%.
For Cc1cc(F)ccc1NC(=O)CCS(=O)(=O)c1cccc2nsnc12 the results were KB-3-1 tox 13%, ATXN viability inactive, ATXN2 expr inh 14% and HepG2 viability 5%.
Screening Nc1cc(C(=O)OCC(=O)N2CCCC2)ccc1Cl returned KB-3-1 tox 7%, HT1080 IDH1KD tx 12%, ATXN viability inactive, SW480 rereplic -4%, HT1080NT lethal 14%, ATXN2 expr inh 13%, IL-1B inflam inh -4, MCF10A rereplic 0% and HepG2 viability 7%.
Screening COc1cccc(-n2c(=O)n(Cc3ccccc3)c(=O)c3[nH]cnc32)c1C returned KB-3-1 tox -14%, HT1080 IDH1KD tx -5%, ATXN viability inactive, SW480 rereplic -80%[inhibitor], HT1080NT lethal 3%, ATXN2 expr inh 14%, IL-1B inflam inh -2, MCF10A rereplic 0% and HepG2 viability -69%.
`CC(=O)c1cccc(NC(=O)CN2C(=O)COc3ccc(S(=O)(=O)N4CCOCC4)cc32)c1` gave KB-3-1 tox 0%, HT1080 IDH1KD tx 5%, ATXN viability inactive, SW480 rereplic -4%, HT1080NT lethal 2%, IL-1B inflam inh -8, MCF10A rereplic inconclusive and HepG2 viability 4%.
For CC(=O)Nc1c(O)nc(SC/C=C/CSc2nc(O)c(NC(C)=O)c(=O)[nH]2)[nH]c1=O the results were KB-3-1 tox 9%, HT1080 IDH1KD tx 12%, ATXN viability inactive, SW480 rereplic -1%, HT1080NT lethal 17%, ATXN2 expr inh -33%, IL-1B inflam inh -2, MCF10A rereplic 3% and HepG2 viability 1%.
Screening CCOc1ccc(C(=O)N2CCN(c3cccc(Cl)c3)CC2)cc1 returned KB-3-1 tox 2%, HT1080 IDH1KD tx -3%, ATXN viability inactive, SW480 rereplic -34%[inhibitor], HT1080NT lethal 0%, IL-1B inflam inh -15, MCF10A rereplic -3% and HepG2 viability -48%.
Screening COc1cc(/C=C(\C(=O)O)c2ccc(S(=O)(=O)N3CCCC3)s2)ccc1OCCC(C)C returned KB-3-1 tox 0%, HT1080 IDH1KD tx 0%, ATXN viability inactive, SW480 rereplic -3%, HT1080NT lethal 0%, ATXN2 expr inh 0%, IL-1B inflam inh 0, MCF10A rereplic 2% and HepG2 viability -13%.
`CC1CCC(NC(=O)c2cc(Cl)nc3ccccc23)CC1` (stereo unspecified) gave KB-3-1 tox -1%, HT1080 IDH1KD tx 8%, ATXN viability inconclusive, SW480 rereplic -10%, HT1080NT lethal 5%, IL-1B inflam inh 31, MCF10A rereplic 16% and HepG2 viability 9%.

Source: PubChem BioAssay (National Center for Advancing Translational Sciences (NCATS))
